Screening results: PubChem, several laboratories
ADAM17 inh: inhibits human ADAM17; P78536; recombinant ADAM17, EDANS/DABCYL FRET peptide cleavage; inhibition, % at 6.95 µM; actives 0.83% (n = 370,000); AID 720648;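 active = inhibition above the mean of compounds lying between control limits plus 3 SD, set per campaign, cut at about 8.5% in these data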;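 note: 0% = DMSO-only wells as the low control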
DAX1 inh-1: inhibitors of DAX1 repression of SF-1 activated StAR promoter | actives 1.1% (n = 370,000) | HEK293T StAR-luciferase reporter, SF-1/DAX-1 repression relief | AID 652010 | inhibition, % at 6.8 µM;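 active = inhibition above the mean over all tested compounds plus 3 SD, cut at about 3.6% in these data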;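 note: 0% = DAX-1 cells with DMSO and 100% = cells lacking DAX-1 with DMSO; higher inhibition means more luminescence from relief of DAX-1 repression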
SMARCA2 act: increases SMARCA2 function in MMTV reporter cells | activation, % at 9.1 µM | MG213 cells, MMTV-luciferase reporter, dexamethasone, overnight | AID 652017 | actives 1% (n = 370,000); in the data active = activation above about 7.8%;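 note: 0% = vehicle wells and 100% = reference activator wells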
DAX1 inh-2: inhibitors of human orphan nuclear receptor DAX1 (NR0B1) | P51843 | HEK293 Gal4-DAX1 luciferase reporter, luminescence | inhibition, % at 6.75 µM | actives 0.99% (n = 340,000) | AID 504766;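 active = inhibition above the mean over all tested compounds plus 3 SD, cut at about 4.2% in these data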;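 note: 0% = DAX1-transfected cells with DMSO and 100% = empty-vector control cells with DMSO; inhibition shows as a rise in luminescence from relieved DAX1 repression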
ADAM10 inh: inhibits human ADAM10; O14672; recombinant ADAM10, EDANS/DABCYL FRET peptide cleavage, 3 h; inhibition, % at 7 µM; actives 0.62% (n = 370,000); AID 720582;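 active = inhibition above a per-campaign cutoff equal to the mean of compounds falling between control-based bounds plus 3 SD, cut at about 20% in these data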;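 note: 0% = DMSO wells while the 100% control is not disclosed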
FXN GAA850 act: frataxin GAA850 promoter activation. actives 0.56% (n = 360,000). HEK293 lucGAA850 FXN promoter luciferase reporter, 24 h; percent of 10 µM SAHA response. activation, % at 6 µM. AID 540364;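 active = activation above the average of all compounds screened plus 3 SD, cutoff fixed separately per campaign, cut at about 7.5% in these data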;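 note: 0% = DMSO wells and 100% = 10 µM SAHA wells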
ssDAF12 agonist: activators of S. stercoralis DAF-12 nuclear receptor; actives 1% (n = 370,000); activation, % at 6.8 µM; HEK293 ssDAF-12/GRIP1 lit1-tk-luc reporter, luminescence; % of 3 µM dafachronic acid response; AID 652126;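 active = activation above the mean over all tested compounds plus 3 SD, cut at about 0.9% in these data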;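 note: 0% = DMSO-only wells and 100% = 3 µM delta7-dafachronic acid wells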
hcDAF-12 act: activates DAF-12 receptor from parasite H. contortus. HEK293 hcDAF-12 lit1-tk-luc reporter, luminescence; 0% DMSO, 100% Δ7-dafachronic acid. activation, % at 6.8 µM. actives 1.4% (n = 370,000);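 active = activation above the mean of all tested compounds plus 3 SD, cut at about 5.5% in these data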;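 note: 100% = response to 3 µM Δ7-dafachronic acid high control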
PG9 binder: binds the HIV-1 gp120 antibody PG9; TR-FRET gp120-PG9 antibody binding; actives 0.43% (n = 360,000); inhibition, % at 6.7 µM; in the data active = inhibition above about 8.5%
GC-A act: GC-A (human) enzyme activation. P16066. HEK293 GC-A cells, cGMP TR-FRET, EC30 ANP; 0% at EC30 ANP, 100% saturating ANP. activation, % at 10 µM. actives 0.14% (n = 370,000); in the data active = activation above about 40%
Target sequence (P16066 whole entry, looked up): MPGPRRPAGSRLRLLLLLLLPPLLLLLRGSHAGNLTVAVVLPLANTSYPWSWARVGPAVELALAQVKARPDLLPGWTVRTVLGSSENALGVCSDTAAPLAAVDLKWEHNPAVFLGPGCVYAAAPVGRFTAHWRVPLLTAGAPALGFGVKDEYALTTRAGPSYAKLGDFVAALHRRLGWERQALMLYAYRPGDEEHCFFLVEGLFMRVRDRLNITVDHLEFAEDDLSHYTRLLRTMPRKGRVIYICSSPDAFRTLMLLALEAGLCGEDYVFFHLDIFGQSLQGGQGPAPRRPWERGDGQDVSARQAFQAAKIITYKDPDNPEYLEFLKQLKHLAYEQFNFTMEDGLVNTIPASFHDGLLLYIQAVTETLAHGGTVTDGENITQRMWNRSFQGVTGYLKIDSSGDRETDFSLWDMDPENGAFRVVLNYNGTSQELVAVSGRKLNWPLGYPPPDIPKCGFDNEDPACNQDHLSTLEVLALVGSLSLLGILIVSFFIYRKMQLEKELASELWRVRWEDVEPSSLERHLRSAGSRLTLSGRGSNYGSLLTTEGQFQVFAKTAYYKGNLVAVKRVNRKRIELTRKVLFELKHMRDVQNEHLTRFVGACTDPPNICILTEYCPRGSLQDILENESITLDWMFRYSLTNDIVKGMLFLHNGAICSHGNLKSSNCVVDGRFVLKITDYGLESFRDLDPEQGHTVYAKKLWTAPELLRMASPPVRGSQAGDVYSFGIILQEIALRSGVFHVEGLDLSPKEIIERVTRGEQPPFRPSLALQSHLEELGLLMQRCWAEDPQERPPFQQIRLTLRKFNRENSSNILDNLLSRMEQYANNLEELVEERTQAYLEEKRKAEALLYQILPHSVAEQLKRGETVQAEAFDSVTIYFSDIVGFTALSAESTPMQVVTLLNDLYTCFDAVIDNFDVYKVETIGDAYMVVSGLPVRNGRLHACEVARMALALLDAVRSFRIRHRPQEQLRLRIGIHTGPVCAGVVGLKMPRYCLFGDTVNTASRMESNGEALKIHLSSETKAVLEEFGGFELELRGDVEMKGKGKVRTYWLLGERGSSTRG
hgDAF12 agonist: hgDAF-12 agonism, primary luciferase screen; activation, % at 6.8 µM; HEK293 GAL4-hgDAF12 UAS-luciferase reporter, agonist luminescence; normalized to butyrate control; actives 1.8% (n = 370,000);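 active = activation above a cutoff set at the mean of all screened compounds plus 3 SD, cut at about 10% in these data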;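 note: 0% = DMSO wells and 100% = sodium butyrate wells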
The depositor's hits bear a star; i = inactive; x = not tested or not shown; & = joins results of further samples; ! = repeats disagree.

SMILES	ADAM17 inh	DAX1 inh-1	SMARCA2 act	DAX1 inh-2	ADAM10 inh	FXN GAA850 act	ssDAF12 agonist	hcDAF-12 act	PG9 binder	GC-A act	hgDAF12 agonist
CCOC(=O)C1CCCN(C(=O)CCn2nc(-c3ccccc3)ccc2=O)C1 (stereo not given)	-1	0.5	0	-1.1	-9	-4.5	-1.3	-2.0	0.8	3	-0.6
COC(=O)c1cccc(NC(=S)NC(C)C)c1	-7	-1.1	-6	2.2	-7	0.0	-1.7	0.1	0.5	1	0.3
COCc1cc(=O)[nH]c(/N=C(\N)Nc2cccc(C)c2)n1	-2	0.0	-4	0.0	-5	1.8	-1.3	-0.6	3.6	-1	-1.5
COc1ccc(NC(=S)N2CCN(c3ncccn3)CC2)c(OC)c1	2	-0.4	-2	-1.6	-10	-0.8	-0.6	-2.3	0.7	0	-0.5
COc1ccc(NC(=O)C(C)N2C(=O)c3ccccc3S2(=O)=O)c(OC)c1 (stereo not given)	-5	1.2	-1	0.3	-4	2.5	-1.5	-1.7	1.3	-1	-1.3
C/C(=N\NC(=O)CSCc1ccccc1Br)c1cccc([N+](=O)[O-])c1	2	-0.1	3	-0.1	-1	0.2	-1.4	-2.0	1.4	-4	-0.7
COc1ccc(Nc2ncccc2C(=O)O)cc1	-1	2.1	2	0.4	5	1.9	-0.7	0.4	-3.0	-4	3.3
CC12C(=O)N(n3cnnc3)C(=O)C1C1C=CC2C1 (stereo not given)	-2	-0.7	0	5.8*	-3	0.2	-1.2	-0.4	-2.2	2	-0.1
COC(=O)c1ccc(N(C(=O)CNC(=O)c2ccco2)C(C(=O)NCC2CCCO2)c2ccc(OC)c(OC)c2)cc1 (stereo not given)	-2	-0.1	-4	-0.2	-7	1.5	-1.0	-1.3	-0.4	0	-0.3
CCOC(=O)c1c(-c2ccc(OC)cc2)csc1NC(=O)C1CCCO1 (stereo not given)	2	-0.9	-1	-0.5	-4	2.1	-2.0	-3.4	-2.8	-4	-1.3
O=C(NC1CCCC1)C(c1ccncc1)N(C(=O)c1ccco1)c1ccc(Cl)cc1 (stereo not given)	0	-0.1	-2	0.3	1	1.6	-1.1	2.2	-1.3	-5	-1.3
O=C(Nc1ccc(Cl)cc1)c1cc(S(=O)(=O)N2CCOCC2)cs1	4	-1.9	-5	-3.3	13	-3.5	-1.9	-2.3	0.2	0	-5.0
COc1cccc2cc(-c3cc(=O)oc4cc(C)c(O)cc34)oc12	0	1.3	1	0.4	5	2.3	-0.9	-2.0	-1.1	7	2.4
COC(=O)[C@]12C[C@H](CC(=O)NCc3cccs3)C(=O)N(Cc3cccc4ccccc34)C1=C[C@H](C(C)C)O[C@@H]2C1CC1	8	0.1	-3	x	19	x	-1.5	-0.9	x	-12	-0.5
CCOC(=O)c1c(C(F)(F)F)cc(-c2ccc(F)cc2)nc1C	0	-0.7	3	0.2	-1	-0.9	-1.4	-1.6	0.7	-3	-1.5
Cc1ccc2cc3cc(C(=O)NCCN4CCOCC4)oc3nc2c1	-318	-0.2	2	-0.3	i	0.1	-0.3	-0.1	-0.1	2	-2.3
CCCN1C/C(=C/c2cccc([N+](=O)[O-])c2)C(=O)/C(=C/c2cccc([N+](=O)[O-])c2)C1	-2	-1.3	-2	-0.3	8	-0.7	-1.0	-1.4	-1.4	-3	-1.2
O=C(/C=C/c1cn(-c2ccccc2)nc1-c1ccccc1)Nc1ccc(C(=O)O)cc1	-5	0.6	2	4.0	4	1.3	-1.5	-1.0	0.9	-4	2.7
CN(C)c1cccc2c(S(=O)(=O)N3CCCC3)cccc12	-12	-0.5	-1	0.2	-18	2.4	-0.9	0.0	1.2	6	2.3
O=C(COc1ccccc1)N1CCCC1	-1	-0.7	-4	-0.8	6	1.2	-1.4	-0.3	1.3	-2	-3.5
CN1C(=O)/C(=C/c2ccccc2Cl)Sc2ccc(C(=O)N3CCCC3)cc21	2	-0.5	-6	-0.2	7	-0.7	-1.0	-2.7	1.0	7	-2.9
CCCCNC(=O)NC1C(NC(=O)NCCCC)N(C)C(=O)N1C (stereo not given)	1	0.0	-1	0.2	14	-0.7	-1.0	-1.1	-2.8	2	-0.6
CCOc1ccc(Nc2nc(N)c([N+](=O)[O-])c(N3CCN(CC)CC3)n2)cc1	2	-0.1	12*	1.1	10	3.0	-1.2	-1.1	-2.6	-2	-2.3
COc1ccccc1N(/N=C1\Sc2ccccc2C1=O)C(C)=O	2	-0.4	0	0.2	14	-6.4	-0.9	4.8	-1.2	-2	-6.3
CC1CCCC(C)N1C(=O)CSc1nnc(COc2ccccc2)n1-c1ccccc1 (stereo not given)	2	-0.4	0	-0.3	5	-1.4	-1.6	0.6	-1.0	-3	-3.2
O=C1CC(c2nc3ccccc3[nH]2)CN1c1ccccc1F (stereo not given)	1	-0.2	-2	0.9	-1	-0.3	-0.9	-1.0	-0.8	3	-0.7
Cc1nc(-c2ccc(Cl)cc2)sc1C1(C)CC(c2cccnc2)=NO1 (stereo not given)	-2	0.1	3	1.7	-13	2.0	-0.7	4.2	-1.7	5	2.0
O=C1c2cccc3cc([N+](=O)[O-])cc(c23)C(=O)N1c1ccccc1O	2	-0.7	1	-0.1	2	-1.4	-1.3	-0.3	2.0	2	-1.6
Cc1ccc(S(=O)(=O)c2cc(OC(=O)c3ccco3)ccc2OC(=O)c2ccco2)cc1	1	-0.4	-3	-1.1	5	3.0	-1.4	-2.9	-0.8	0	0.1
CC1Cc2ccccc2N1C(=S)NC(=O)C1(C)CC1(Cl)Cl (stereo not given)	-3	-0.9	-3	-0.3	1	1.9	-1.7	2.0	-0.9	8	-3.0
C/C(=N\NC(=O)c1ccc(F)cc1)c1cccc(NC(=O)c2ccco2)c1	-4	0.1	0	2.4	-12	1.1	-0.6	-1.3	-0.5	2	5.5
COc1cccc(/C=N/NC(=O)c2cccc3ccccc23)c1OC	-4	-0.3	0	0.5	0	1.5	-1.4	0.3	0.7	0	-0.8
COc1ccccc1NS(=O)(=O)c1ccc(O)c(C(=O)OCC(=O)Nc2ccccc2F)c1	-3	0.2	-3	0.5	2	-0.9	-1.2	2.1	-1.0	-5	-0.7
CN(C)c1ccc(-c2csc(C(O)c3ccccc3)n2)cc1 (stereo not given)	1	6.4*	6	x	-2	1.7	-0.5	4.3	-3.7	4	14*
CCc1ccc(N(CC(=O)NCCc2ccccc2)C(=O)CCC(=O)Nc2ccccn2)cc1	-3	-0.4	-2	-0.5	-6	1.1	-0.5	-3.1	-0.5	1	-0.4
COc1ccccc1NC(=O)N(O)C1(C#N)CCCCC1	2	2.1	-1	-0.2	-5	-0.8	-0.8	-0.8	0.8	1	-1.0
O=C1NC(c2ccccc2)(c2ccccc2)C(=O)N1CNc1ccccn1	-4	1.0	1	x	-10	x	-1.2	-1.0	1.1	-3	-0.7
CC(C)CCN1CCN(Cc2cnc(-c3ccccc3)s2)CC1CCO (stereo not given)	-5	0.6	1	-0.8	-1	0.1	-2.0	0.2	-0.2	1	0.8
CCCN(CCC)C(=O)c1cn(CC)c2ccc(S(=O)(=O)N3CCCCC3)cc2c1=O	0	-0.8	-4	-0.1	4	0.0	-1.3	2.2	0.3	2	-1.6
Cc1ccc(C(=O)N[C@H](C(=O)Nc2ccc(F)cc2)C(C)C)cc1	-5	-0.1	1	1.9	0	-4.1	-1.4	-0.6	-2.0	3	3.0
CCOC(=O)COc1ccc(S(=O)(=O)Nc2cccc(SC)c2)cc1	1	0.0	-4	0.9	6	-0.1	-1.5	-0.4	0.5	3	-0.4
COc1ccc(-c2nnc(NC(=O)c3cc(Cl)ccc3Cl)o2)cc1	-2	1.1	0	-0.2	-4	1.3	-0.5	3.0	1.1	1	0.0
CC(=O)Nc1ccc(C(=O)COC(=O)CN2C(=O)NC3(CCCCC3C)C2=O)cc1 (stereo not given)	-3	-1.3	1	0.7	0	3.2	-1.0	0.9	-2.3	0	0.9
COP(=O)(CC(=O)O)C(CC(C)C)NC(=O)OCc1ccccc1 (stereo not given)	-1	-0.4	-1	x	1	x	-0.9	-2.8	x	1	0.9
Cc1ccc(NC(=O)COC(=O)C2CC2(Cl)Cl)cc1C (stereo not given)	-1	-1.7	-2	-0.2	7	-0.3	-2.0	1.6	-2.0	-1	0.5

2 entries from above in a different format.
compound,ADAM17 inh,DAX1 inh-1,SMARCA2 act,DAX1 inh-2,ADAM10 inh,FXN GAA850 act,ssDAF12 agonist,hcDAF-12 act,PG9 binder,GC-A act,hgDAF12 agonist
O=C(/C=C/c1cn(-c2ccccc2)nc1-c1ccccc1)Nc1ccc(C(=O)O)cc1,-5,0.6,2,4.0,4,1.3,-1.5,-1.0,0.9,-4,2.7
COc1ccc(NC(=O)C(C)N2C(=O)c3ccccc3S2(=O)=O)c(OC)c1 (stereo not given),-5,1.2,-1,0.3,-4,2.5,-1.5,-1.7,1.3,-1,-1.3

(continued)
SMILES	ADAM17 inh	DAX1 inh-1	SMARCA2 act	DAX1 inh-2	ADAM10 inh	FXN GAA850 act	ssDAF12 agonist	hcDAF-12 act	PG9 binder	GC-A act	hgDAF12 agonist
C[C@@H](CN1C(=O)C(=O)NC[C@@H]1C)NC(=O)CC12CC3CC(CC(C3)C1)C2	0	0.1	0	0.5	6	0.3	-1.4	-2.2	-1.0	0	-1.3
O=C(COc1ccc(S(=O)(=O)NCc2ccccc2)cc1Cl)NCc1ccccn1	-2	0.1	-2	-1.9	-8	2.3	-1.5	-2.1	0.2	0	-2.2
COc1cc(NC(=O)c2cc(C)on2)cc(C(=O)Nc2cccc(C(F)(F)F)c2)c1	12*!	-2.5&-0.4	-3&-1	-0.8&-0.8	16&7	-0.5&0.1	-1.4&-1.6	-2.7&-2.5	-0.2&1.4	0&5	-2.9&0.5
Cc1cnc(C(=O)OCC(=O)NCc2ccc(Cl)cc2)cn1	0	1.0	-1	1.0	-7	1.2	0.2	0.7	-0.3	2	0.6
O=C(c1cc(COc2c(F)cccc2F)on1)N1CC[C@@H]2CCCC[C@H]2C1	2	1.5	-3	1.8	7	0.9	-1.4	-1.6	-0.8	1	2.0
Cc1ccc(C(=O)/C=C/c2ccc(-c3ccc(C)cc3)o2)cc1	-2	0.8	6	-0.5	8	3.9	-0.7	-0.4	-0.6	5	2.6
COc1ccc(/C=c2/sc3nc(-c4ccccc4)c(-c4ccccc4)n3c2=O)cc1	-2	-1.2	-4	-0.5	-1	1.5	-0.5	-1.5	1.3	-2	-1.5
O=C(Nc1cccc(OC(F)(F)F)c1)c1ccc(-c2cccnc2)c2ccoc12	-4	-0.5	-3	x	-15	1.0	-1.9	-1.7	-0.4	-10	2.2
Nc1nc2ccc(Br)cc2s1	-5	0.1	-1	3.5	-11	2.5	-0.3	-0.9	2.5	2	2.9
CC(C)CC1(C)NC(=O)NC1=O (stereo not given)	-3	1.0	1	0.0	3	-1.6	-1.1	-0.4	-0.4	-1	-1.7
Cc1c(/C(O)=C2/C(=O)C(=O)N(CCN(C)C)C2c2ccc(C(C)C)cc2)cnn1-c1ccccc1 (stereo not given)	-3	-0.2	-2	0.4	-11	1.4	-0.4	-0.3	-1.7	5	-0.1
O=S(=O)(c1cccc(C(F)(F)F)c1)N1CCN(c2ccccc2)CC1	-1	-1.0	0	3.4	13	-4.1	-1.4	-0.1	-0.9	2	-0.6
